CHRM4 PAM – human M4 muscarinic receptor positive allosteric modulators, primary screen, CHO-K1 cells, Fluo-8 calcium fluorescence; CHO-K1 hM4/Gqi5, ACh EC20; 0% = ACh EC20, 100% = maximal ACh; Muscarinic acetylcholine receptor M4 (Homo sapiens), P08173; AID 624126, 2012; activation, % at 3 µM; 360,000 tested, 0.4% active;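 active means activation above its plate's cutoff, the mean activation of sample wells plus 3 SD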; further: some results filed as inactive read as strong as hits
Target sequence (P08173 whole entry, looked up): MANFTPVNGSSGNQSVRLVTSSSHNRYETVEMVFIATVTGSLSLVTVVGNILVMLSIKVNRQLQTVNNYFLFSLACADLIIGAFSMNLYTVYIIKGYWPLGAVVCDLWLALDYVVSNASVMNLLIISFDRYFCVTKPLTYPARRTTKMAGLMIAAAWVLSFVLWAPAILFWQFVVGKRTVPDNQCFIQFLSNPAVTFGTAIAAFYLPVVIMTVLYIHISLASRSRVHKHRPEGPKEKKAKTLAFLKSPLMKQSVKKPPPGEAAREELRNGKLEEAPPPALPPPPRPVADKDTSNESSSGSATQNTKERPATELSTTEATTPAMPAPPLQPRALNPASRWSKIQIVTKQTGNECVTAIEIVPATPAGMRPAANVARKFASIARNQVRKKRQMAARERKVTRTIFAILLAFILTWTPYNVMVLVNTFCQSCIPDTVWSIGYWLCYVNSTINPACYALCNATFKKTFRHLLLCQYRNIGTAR
TAAR1 antagonist – human TAAR1 antagonists, primary screen, Fluo-8 calcium fluorescence, CHO RD-HGA16 cells; inhibition, % at 3 µM; 360,000 tested, 1.5% active; AID 624466, 2012; antagonist;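 active means inhibition above a per-plate cutoff, the mean inhibition of test compounds on that plate plus 3 SD, cut at about 49% in these data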;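 further: 0% = DMSO plus EC80 beta-PEA response and 100% = DMSO alone without agonist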
Target sequence (Q96RJ0 whole entry, looked up): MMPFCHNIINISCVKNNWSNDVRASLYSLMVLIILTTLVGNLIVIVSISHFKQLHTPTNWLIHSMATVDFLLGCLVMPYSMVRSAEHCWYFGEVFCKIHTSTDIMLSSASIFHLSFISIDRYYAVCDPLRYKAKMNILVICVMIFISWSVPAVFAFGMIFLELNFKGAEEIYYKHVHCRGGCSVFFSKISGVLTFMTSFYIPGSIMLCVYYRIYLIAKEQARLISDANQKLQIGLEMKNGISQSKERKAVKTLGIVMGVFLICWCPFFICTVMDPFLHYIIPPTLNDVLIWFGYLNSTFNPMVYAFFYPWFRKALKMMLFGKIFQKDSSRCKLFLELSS
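Assay system: CHO-derived RD-HGA16 cells stably expressing human TAAR1 plus Gα16. Timing: 140 s kinetic read after compound, 140 s after agonist. Technique: kinetic Fluo-8 calcium fluorescence measurement. Measure: % inhibition of agonist calcium response.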
CRFR2-BP antag – antagonists of CRF-BP/CRF-R2 complex, primary screen, cell-based, HEK293, calcium dye fluorescence, uHTS; CRF-induced calcium fluorescence; inhibition, % at 11.8 µM; 350,000 tested, 0.59% active;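 active means inhibition of the ligand-induced calcium signal above about 50% at the single tested concentration, limit read from the data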
CHRM5 agonist – human M5 muscarinic receptor agonists, primary screen, CHO-K1 cells, Fluo-8 calcium fluorescence; Muscarinic acetylcholine receptor M5 (Homo sapiens), P08912; CHO-K1 hM5 cells; 0% DMSO wells, 100% maximal acetylcholine response; activation, % at 3 µM; 360,000 tested, 0.19% active;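 active means activation above the run's mean over test compounds plus 3 SD, cut at about 23% in these data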;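 further: signal is peak over basal fluorescence ratio across the kinetic read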
TAAR1 agonist – human TAAR1 agonists, primary screen, Fluo-8 calcium fluorescence, CHO RD-HGA16 cells; Trace amine-associated receptor 1 (Homo sapiens), Q96RJ0; vehicle wells 0%, saturating PEA agonist 100%; activation, % at 3 µM; 360,000 tested, 0.99% active; AID 624467, 2012;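 active means activation above the mean activation of all test compounds in the run plus 3 SD, cut at about 38% in these data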
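System: CHO-derived RD-HGA16 cells with stable Gα16 and human TAAR1 / Times: 17-24 h plating, Fluo-8 75 min 37 °C, 30 min RT / Technique: calcium-sensitive Fluo-8 signal, excitation 470-495, emission 515-575 nm / Measure: % activation relative to PEA EC100 response / Benchmarks: DMSO and PEA EC100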
CHO-K1 Ca PAM – nonselective calcium activators in parental CHO-K1 cells, primary screen, counter-screen for M1 PAM project, cell-based, Fluo-8 calcium fluorescence, full deck, 1536-well; 360,000 tested, 0.02% active; AID 602247, 2012; ATP EC20; 0% at ATP EC20, 100% at ATP max; activation, % at 3 µM;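 active means activation above the run cutoff, the mean activation of all test compounds plus 3 SD, cut at about 40% in these data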;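 further: peak over basal fluorescence ratio in a 140 s read after ATP addition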
M5 antag – human M5 muscarinic receptor antagonists, primary screen, CHO cells, Fluo-8 calcium fluorescence. Muscarinic acetylcholine receptor M5 (Homo sapiens), P08912. CHO-hM5 cells, ACh EC80. inhibition, % at 3 µM. 360,000 tested, 0.59% active;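 active means inhibition above a per-plate cutoff, the mean of that plate's test compounds plus 3 SD, cut at about 27% in these data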;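 further: 0% = acetylcholine EC80 with DMSO and 100% = DMSO without agonist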
CRFBP-R2 agonist – agonists of CRF-BP/CRF-R2 complex, primary screen, cell-based, HEK293, calcium dye fluorescence, uHTS | CRF-binding protein / CRF receptor 2 complex (human) | calcium dye fluorescence (FLIPR); percent of saturating CRF peptide response | activation, % at 13.2 µM | 350,000 tested, 0.46% active | AID 588473, 2011;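 active means activation of at least 50%, plus an integration ratio under a set limit after plate pattern correction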;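 further: plate controls were neutral control wells without compound for no effect and CRF at EC100 for full effect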
CHRM5 PAM – human M5 muscarinic receptor positive allosteric modulators, primary screen, CHO-K1 cells, Fluo-8 calcium fluorescence; Muscarinic acetylcholine receptor M5 (Homo sapiens), P08912; CHO-K1 hM5, ACh EC20 PAM; 0% = ACh EC20, 100% = ACh EC100; activation, % at 3 µM; 360,000 tested, 0.3% active;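 active means activation above the run cutoff, the mean activation of all test compounds plus 3 SD, cut at about 18% in these data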
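Assay system: CHO-K1 hM5 cells / Incubation: Fluo-8 loading 80 min at 37 °C plus 30 min room temperature / Technique: Fluo-8 calcium dye fluorescence, kinetic read / Repeats: single replicate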
The depositor's hits bear a star; . = no result given.

SMILES	CHRM4 PAM	TAAR1 antagonist	CRFR2-BP antag	CHRM5 agonist	TAAR1 agonist	CHO-K1 Ca PAM	M5 antag	CRFBP-R2 agonist	CHRM5 PAM
O=C(CN1C(=O)CCC1=O)Nc1ccc(Cc2ccc(NC(=O)CN3C(=O)CCC3=O)cc2)cc1	5	-18	5	-1	4	13	4	-4.0	1
Cc1ccc(-n2nnnc2SCC(=O)c2ccc3c(c2)NC(=O)CO3)c(C)c1	-11	27	9	0	7	10	6	0.9	-10
CN(C)C(CNC(=O)c1cccs1)c1ccco1 (centres undefined)	1	-28	4	-9	5	11	-6	-1.1	7
Cc1ccc(Cl)c(NC(=O)CSc2cccc[n+]2[O-])c1Cl	1	-10	-6	-1	2	7	13	-0.7	-4
COc1cc(C(=O)N2CCN(C)C(C)C2)ccc1OC1CCN(C(C)=O)CC1 (centres undefined)	5	-13	0	-6	2	-13	7	-0.5	-1
COc1cccc(CN2CCNC(=O)C2CC(=O)N2CCCCO2)c1OC (centres undefined)	6	12	6	1	3	28	-7	-2.8	3
CCC(OC(=O)C(NC(=O)c1ccccc1)c1ccccc1)C(=O)Nc1cc(C)on1 (centres undefined)	-4	13	4	0	8	7	-3	1.1	-9
Cc1nc(CC(=O)NNS(=O)(=O)c2ccc(F)c(Cl)c2)cs1	2	11	9	1	25	22	8	-3.2	-3
Cc1csc(NC(=O)c2cc3c(C)nn(Cc4ccccc4Cl)c3s2)n1	3	1	-9	0	-2	0	7	0.9	-4
CCOc1ccc(NC(=O)CN(C)C(=O)CCNC(=O)c2ccc(Br)cc2)cc1OCC	-7	-34	4	0	0	-1	1	-0.3	2
CCc1nnc(NC(=O)Cc2sc(C)nc2-c2ccc(C)cc2)s1	10	-42	-20	5	5	11	9	-0.1	-5
COc1ccc(S(=O)(=O)N(CCCN2CCOCC2)Cc2ccc(OC)c(OC)c2)cc1	2	5	4	4	14	-1	-6	1.0	1
CC(C)c1ccc(C(O)P(=O)(OC2CCCCC2)OC2CCCCC2)cc1 (centres undefined)	5	-37	-94	0	22	15	2	11	1
Cc1cccc(N2CCN(C(=O)CC(NC(=O)c3ccccc3Cl)c3ccccc3)CC2)c1C (centres undefined)	-1	12	-4	-4	4	8	10	0.1	-6
CSC1=C(C#N)C(c2ccccc2Cl)C(C(=O)c2cccs2)C(O)(C(F)(F)F)N1 (centres undefined)	-8	51*	14	0	8	4	13	-0.7	-8
C=CCn1c(SCC(=O)Nc2ccccc2F)nc2ccccc2c1=O	6	15	-7	2	1	15	3	-0.6	4
C/C(N)=C(/C#N)C(=O)CSc1nc2ccccc2c(=O)n1Cc1ccc(F)cc1	-21	15	-2	1	3	12	4	-0.2	-4
Cc1ccc(F)c(S(=O)(=O)NC(=O)C2(C)CCN2C(=O)c2sccc2C)c1 (centres undefined)	3	4	.	-1	1	13	6	.	3
COc1ccc(C)cc1S(=O)(=O)Nc1ccc(F)c(Cl)c1	3	-4	-17	-6	28	18	-1	-0.9	-9
CNC(=S)Nc1cccc(C(C)=O)c1	-15	-6	-2	6	1	-8	-1	0.8	2
Cc1cc(N2CCN(C3CCCCC3)CC2)n2nc(C)nc2n1	-1	0	28	-1	1	12	3	1.2	-7
O=C(CS(=O)(=O)c1cn(Cc2cccc(F)c2)c2ccccc12)N1CCCCC1	-2	7	2	1	6	-2	0	-0.1	-4
CC(CNC(=O)CC[C@H]1O[C@@H](n2cnc3c(NC(=O)c4ccccc4)ncnc32)[C@H](O)[C@@H]1O)c1ccccc1 (some centres undefined)	8	-12	.	1	4	10	-1	.	9
N/C(=N\N=C\c1ccc2c(c1)OCO2)c1nonc1N	-4	-1	11	0	0	4	10	0.3	-4
O=C(O)CCc1nc(-c2ccccc2)no1	16	-24	-3	-2	11	9	7	-0.3	0
COCCN(C(=O)Cc1csc(-c2cccc(Cl)c2)n1)c1c(N)n(Cc2ccccc2)c(=O)[nH]c1=O	11	2	-6	-5	2	15	6	0.8	-3
COc1ccccc1/C=C/C=N/N1CCN(Cc2ccccc2)CC1	10	-12	2	1	0	7	4	0.7	0
CCOc1ccc(NC(=O)CSc2nnc(CCNC(=O)c3ccc(OC)cc3)n2CC)cc1	7	-8	-20	-1	4	-4	-8	-1.6	-5
COc1ccccc1NC(=O)CC(=O)Nc1ccccc1OC	-1	-13	-5	-1	4	-24	-6	0.5	5
O=C(CN1C(=O)NC2(CCCCCCC2)C1=O)Nc1ccc(Br)cc1	16	-6	-11	1	15	13	-8	0.8	3
CCc1ccc2[nH]c(=O)c(CN(Cc3ccccc3OC)Cc3nnnn3Cc3ccco3)cc2c1	3	40	5	4	13	14	-10	1.6	11
CC1Oc2ccccc2N(CC(=O)c2ccc(F)cc2)C1=O (centres undefined)	-5	8	-10	-4	7	12	7	1.7	-4
CCOc1ccc(CCNC(=O)c2nnn(CC(=O)Nc3c(C)cc(C)cc3C)c2N)cc1OCC	5	-26	-12	-3	2	-6	-2	-0.9	6
CC(C)(C)C(=O)COC(=O)CCc1nc2ccccc2[nH]c1=O	-7	-19	5	0	1	-5	-4	-3.8	2
Cc1cccc(NC2=C(Cl)C(=O)OC2OC(=O)c2ccco2)c1 (centres undefined)	11	6	17	-2	2	12	11	-1.6	-7
FC(F)(F)c1n[nH]c(=S)n1/N=C/c1ccco1	8	3	-20	2	1	14	6	0.2	-7
CC(=O)N1CCc2cc(C(=O)CN3CCN(c4ccccn4)CC3)ccc21	1	-25	3	0	14	-9	-5	-0.5	6
O=C1Nc2ccccc2C(=O)N(C2CCCC2)C1C(=O)NC1CC1 (centres undefined)	3	-18	.	1	1	.	7	.	1
O=C(COC(=O)c1cc(Cl)ccc1[N+](=O)[O-])NCc1ccc(Cl)cc1Cl	-8	22	10	-4	0	3	-7	-1.2	-4
CCO/C(C)=C1\N=C(c2ccc(Cl)cc2)OC1=O	-2	-7	-5	-2	16	-3	7	-1.7	-12
CC(NS(=O)(=O)/C=C/c1ccccc1)c1ccccc1 (centres undefined)	0	-9	2	-2	1	6	-6	-0.1	-4
Cc1ccc(NC(=O)Nc2ccccc2CC[N+](=O)[O-])cc1	6	2	15	3	12	7	3	-0.4	6
Cc1noc(/C=C/c2ccccn2)c1[N+](=O)[O-]	-1	-7	-2	0	2	18	-3	-2.3	2
O=C1CC(c2ccccc2)n2nc(NC(=O)c3cccs3)nc2N1 (centres undefined)	-2	3	-1	0	5	18	-5	-0.4	-1
O=Nc1c(-c2cccc([N+](=O)[O-])c2)nc2ncccn12	-5	-23	.	8	5	19	1	.	3
COc1ccc(S(=O)(=O)NC2CCCCC2)cc1C	7	.	-4	-1	.	32	-1	-1.2	-1
COc1ccc2c(-c3ccc(OCCN4CCOCC4)cc3)c(-c3ccccc3OC)sc2c1	2	.	8	0	.	3	8	6.0	-3
CCC1CCCCN1C(=O)CSc1nnc(-c2ccco2)o1 (centres undefined)	1	7	13	-4	7	15	-1	-0.6	6
CCC(=O)c1cc2c(cc1NC(=O)c1ccccc1)OCCO2	-1	-5	-22	0	1	3	3	-0.5	-4
COc1ccc(S(N)(=O)=O)cc1C(=O)NCC1(N2CCCCC2)CCCCC1	-2	-4	5	0	1	3	-4	0.5	0
O=C(C1CCC(CNc2c(N3CCCCC3)c(=O)c2=O)CC1)N1CCCCC1 (centres undefined)	3	0	3	-2	4	11	-1	-0.3	-6
COc1ccc(CN2C(=O)c3cccnc3C2Nc2cc(Cl)ccc2OC)cc1 (centres undefined)	-2	4	-35	3	2	5	0	0.1	3
CC(C)c1ccc(Nc2c([N+](=O)[O-])c(=O)n(C)c3ccccc23)cc1	-3	-13	15	-13	-1	0	17	-1.4	-1
Cc1ccc(N2CCN(S(=O)(=O)c3ccc4oc(=O)ccc4c3)CC2)c(C)c1	3	17	16	-4	-4	11	-6	-2.3	1
O=c1c2ccccc2nnn1Cc1ccccc1	11	-15	1	-9	0	-5	10	-0.8	-6
CCNc1sc(C(=O)c2cccs2)c(N)c1C#N	18	-3	-15	1	7	22	-10	0.6	4
CCOc1cccc(CNCc2cccnc2)c1OCc1ccccc1	-4	-19	3	3	3	24	-3	0.1	4
Cc1cc(C)cc(NC(=O)N2CCCN(Cc3c(F)cccc3Cl)CC2)c1	-12	-9	-16	-7	3	7	3	-3.8	-8
O=C1C2CC=CCC2C(=O)N1c1n[nH]c(-c2ccccc2)n1 (centres undefined)	-7	-6	27	-1	-3	-6	-2	1.8	8
CCOC1=C2[C@@H](CN(S(=O)(=O)c3ccc(C)cc3)[C@H]2c2ccccc2)[C@H]2C(=O)N(c3ccccc3)C(=O)[C@H]2C1	11	-22	.	1	1	11	0	.	-1

Five of these compounds in another layout:
Results follow in this order: CHRM4 PAM, TAAR1 antagonist, CRFR2-BP antag, CHRM5 agonist, TAAR1 agonist, CHO-K1 Ca PAM, M5 antag, CRFBP-R2 agonist, CHRM5 PAM
> CC(NS(=O)(=O)/C=C/c1ccccc1)c1ccccc1 (centres undefined)
    0, -9, 2, -2, 1, 6, -6, -0.1, -4
> Cc1ccc(NC(=O)Nc2ccccc2CC[N+](=O)[O-])cc1
    6, 2, 15, 3, 12, 7, 3, -0.4, 6
> Cc1noc(/C=C/c2ccccn2)c1[N+](=O)[O-]
    -1, -7, -2, 0, 2, 18, -3, -2.3, 2
> O=C1CC(c2ccccc2)n2nc(NC(=O)c3cccs3)nc2N1 (centres undefined)
    -2, 3, -1, 0, 5, 18, -5, -0.4, -1
> O=Nc1c(-c2cccc([N+](=O)[O-])c2)nc2ncccn12
    -5, -23, ., 8, 5, 19, 1, ., 3

Remaining list, next part:
SMILES	CHRM4 PAM	TAAR1 antagonist	CRFR2-BP antag	CHRM5 agonist	TAAR1 agonist	CHO-K1 Ca PAM	M5 antag	CRFBP-R2 agonist	CHRM5 PAM
CCn1c(SCC(=O)N2CCCC2=O)nc2ccccc21	4	6	-4	1	0	1	-8	0.1	3
COc1ccc(-c2cc(C)no2)cc1S(=O)(=O)NCC(C)c1ccccc1 (centres undefined)	-2	-21	19	-2	2	1	4	16	-4
COCCNC(=O)CN(C(=O)CCC(=O)Nc1cc(C)on1)c1cccc(C)c1C	1	7	-9	-5	2	17	4	-1.4	7
O=C(NCCc1ccccc1)C(c1cccs1)N(C(=O)c1csnn1)C1CC1 (centres undefined)	0	-3	13	3	4	7	-3	-3.4	2
COC(=O)C1(C(O)C(=O)c2ccc(C)cc2C)CCCCC1 (centres undefined)	-3	-5	-12	-4	12	6	-4	-2.4	-3

Screening results as filed in PubChem BioAssay.

Rows were taken by chance; 4.2% or so of the library scored in one or more.
